UDG counter: Primary qHTS assay for inhibitors of Activation Induced Cytidine Deaminase (AID): UDG Counterscreen signal | 0.14% of 91,000 active | Potency, µM (titrated, usually from 115 µM), for inactives: at the highest dose activity change, negative = inhibition, actives largely listed as inhibitors | FRET deamination/UDG coupled assay, UDG read, 4 h | Uracil-DNA glycosylase; note: nearly all actives have a fitted effect of over 65% in size
AID inh: Primary qHTS assay for inhibitors of Activation Induced Cytidine Deaminase (AID): AID signal. Single-stranded DNA cytosine deaminase (Homo sapiens), Q9GZX7. AID deamination FRET fluorescence, UDG-coupled, 4 h. Potency, µM (series often up to 115 µM), for inactives: at the top dose activity change, negative = inhibition, actives largely listed as inhibitors. 0.32% of 91,000 active. AID 1347428, 2020; note: nearly all actives have a fitted effect of over 25% in size
Target sequence (Q9GZX7 whole entry, looked up): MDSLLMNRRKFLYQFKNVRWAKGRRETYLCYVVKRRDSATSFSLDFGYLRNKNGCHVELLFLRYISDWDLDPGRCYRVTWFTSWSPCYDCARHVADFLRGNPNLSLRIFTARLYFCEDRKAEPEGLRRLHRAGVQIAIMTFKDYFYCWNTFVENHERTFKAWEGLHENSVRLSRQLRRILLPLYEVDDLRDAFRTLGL
* = called active by the depositor; u = inconclusive; [ ] = dose if it differs, or a comment. Calls come from the whole dose curve; as a rule, active = well fitted curve in the direction sought with a large enough effect; inconclusive = small, poorly fitted or top-dose-only effect, or another doubt; inactive = no such curve, though single readings can be large; an effect the other way counts as inactive or inconclusive. % is set by controls: 0 for no effect and ±100 for the full control effect; potency is the fitted concentration of half-maximal effect. An excerpt; count on the stated rates, not on these rows.

canonical_smiles	UDG counter	AID inh
Cc1ccc(S(=O)(=O)N2c3cccc4cccc(c34)S2(=O)=O)cc1	2.2%	-2.0%
O=C(Nc1ccc2nsnc2c1)c1cc(=O)c2ccccc2o1	-3.3%	2.2%
Cn1c(=O)c(C(=O)O)nn(-c2ccccc2)c1=O	-10.9%	6.8%
CCCCN(CCCC)CCCNC(=O)c1ccc2nc(N3CCCCC3)sc2c1	-5.4%	-0.7%
Cc1cc(Nc2cccc(Cl)c2)nc2ccc(NC(=O)c3cncc(Br)c3)cc12	3.9%	u
CCOc1ccc(N(CC)S(=O)(=O)N2CCCC(C(=O)NCc3ccccc3Cl)C2)cc1 (configuration not stated)	u	u
O=C(/C=C/c1ccc(-c2ccccc2)o1)c1ccco1	-7.5%	-10.1%
COc1ccccc1NC(=O)c1ccc(NC(=O)CC2Sc3ccccc3NC2=O)cc1 (configuration not stated)	1.1%	0.4%
Cc1ccc(Cc2cnc(NC(=O)C3Cc4ccc(C)cc4C(=O)O3)s2)cc1 (configuration not stated)	10.8%	23.9%
c1ccc(-c2ccc(Oc3ncnc4sc(-c5ccccc5)cc34)cc2)cc1	-6.8%	-2.7%
Fc1cc(Br)ccc1CSc1nc2ncccc2o1	-10.3%	-19.9%
COc1ccc(/C(Cl)=C(/C=N/O)c2ccc(OC)cc2)cc1	-9.7%	-9.9%
CCOCCCNCc1ccc(Cl)cc1Cl	-12.3%	-12.0%
COC(=O)c1ccc(/C=c2\s/c(=C\C(=O)c3ccccc3C)n(C)c2=O)cc1	5.8%	3.5%
CCCCNC(=O)c1ccc(C)c(NC(=O)c2ccccc2)c1	-6.2%	-11.2%
CCOc1ccc(/C=C/c2nc(C#N)c(NCc3ccc(F)cc3)o2)cc1	-0.6%	-10.1%
Clc1ccc(C2NC3=NCN(Cc4ccco4)CN3c3nc4ccccc4n32)cc1 (configuration not stated)	1.4%	-12.6%
COc1ccccc1C(=O)Nc1ccc(S(=O)(=O)Nc2nc(C)cc(C)n2)cc1	1.8%[57.5 µM]	2.1%[57.5 µM]
CCOC(=O)C1CCC(CN(Cc2ccc(Cl)cc2)S(=O)(=O)c2ccc(Br)cc2)CC1 (configuration not stated)	-4.2%	-18.5%
Cc1ccc(C)c(CSc2cn(CCNC(=O)c3ccccc3F)c3ccccc23)c1	-7.1%	16.3%
COc1ccccc1NC(=O)c1cc(S(=O)(=O)N(C)C2CCCCC2)ccc1F	2.1%	-19.5%
Cc1cc2nc(-c3cccc(NC(=O)CSc4ccc(Cl)cc4)c3)oc2cc1C	-6.5%	-9.2%
CCOc1ccc(C2CC(=O)c3c([nH]c(C(=O)OCC4CCCCC4)c3C)C2)cc1 (configuration not stated)	-0.3%	3.6%
O=C(Nc1cc(F)cc(F)c1)C1CCCCC1	2.5%	2.2%
O=C(NCCc1ccccc1)c1nn(-c2ccccc2Cl)nc1CO	2.8%[57.5 µM]	-16.0%
CCN(CC)CCCN(c1ccccc1)C1Cc2ccccc2C1	-1.1%	-9.5%
CCOC(=O)C(CC)n1nc(C)n2c(cc3occc32)c1=O (configuration not stated)	-2.9%	-13.7%
Cc1cc(Cl)ccc1NS(=O)(=O)c1c(C)[nH]c(=O)[nH]c1=O	-15.0%	1.7%
COc1ccc(C2=NOC(C(=O)N3CCN(c4ccc(F)cc4)CC3)C2)cc1OC (configuration not stated)	-2.3%	0.8%
COc1cc2c(cc1OC)-c1c(c(C(=O)NCCN3CCOCC3)nn1-c1ccccc1)C2	1.2%	2.8%
CC(C)CNc1nc(C(=O)Nc2ccccc2O)cs1	4.5%	2.1%
O=C(COc1ccc(F)cc1)Nc1ccccc1OCc1cc(=O)n2ccccc2n1	6.0%	22.9%
Cn1c(=O)[nH]c(=O)c2c1nc(NCCO)n2CC(O)COc1ccccc1 (configuration not stated)	0.0%	0.1%
O=C(Nc1cccc(Cl)c1)N1CCC(CN2CCOCC2)CC1	1.9%	-6.7%
COc1cc(OC)c(NC(=O)Cn2nc(Cc3ccncc3)c3ccccc3c2=O)cc1Cl	-3.7%	0.0%
O=[N+]([O-])c1cccc(-n2nc(-c3ccccc3)c3cnc4cc(C(F)(F)F)ccc4c32)c1	3.8%	-3.0%
CC(C)Cc1nn2c(=O)cc(COC(=O)c3ccc(NC(=O)CCc4ccccc4)cc3)nc2s1	3.4%	5.3%
O=C(COc1ccc2c(=O)c(-c3ccccc3)coc2c1)N1CCN(c2ccccc2)CC1	20.6%	1.2%
CCCCn1nc(C(=O)Nc2nc(C(C)=O)cs2)c2ccccc2c1=O	-1.2%	3.1%
CCN(CC)S(=O)(=O)c1ccc(OC)c(-n2cnnn2)c1	-7.7%	9.8%
O=c1c(Cl)c(Oc2cccc(OCC(F)(F)F)c2)cnn1-c1ccc(C(F)(F)F)cn1	-2.8%	-0.5%
Oc1cccc(/C=C/c2nc(-c3ccc(F)cc3)cs2)c1	5.0%	24.3%
COc1cccc(-c2nc(CS(=O)(=O)CC(=O)Nc3cccc(C(C)=O)c3)c(C)o2)c1	-21.3%	-20.3%
CCOC(=O)c1oc2ccc(CC#N)cc2c1C	-6.2%	-0.7%
COc1ccc(-c2nnc(SCC(=O)Nc3ccc(C(C)C)cc3)nc2-c2ccc(OC)c(OC)c2)cc1OC	43.6%[activator]	-9.4%
Cn1nc(C(=O)NN2C(=O)NC3(CCCCC3)C2=O)c2ccccc2c1=O	-6.1%	1.9%
Cc1ccc(-c2cc(C(=O)NC3CCCCC3C)c3ccccc3n2)cc1C (configuration not stated)	-6.9%	2.4%
C=CC#CC[N+](C)(C)CC#Cc1cccc2ccccc12	-1.2%	59.6%[activator]
O=C(Cn1ccc2cc(S(=O)(=O)N3CCCCCC3)ccc21)NCc1ccco1	0.0%	-18.0%
CCN(CC)C(=O)c1cc(-c2ccc(Cl)cc2)on1	u	11.6%
COC(=O)C1=C(C)OC(N)=C(C#N)C1c1ccc(C(=O)OC)cc1 (configuration not stated)	8.3%	30.6%[activator]
COc1ccc(-c2[nH]ncc2C(=O)NCc2ccccc2OC)cc1	-1.2%	2.1%
Cc1sc2ncnc(Sc3nnc(-c4ccccc4F)n3C)c2c1C	0.4%	-7.2%
CCCCCn1c(SCC(N)=O)nc2c1c(=O)[nH]c(=O)n2C	-10.9%	-6.7%
CC1=C(c2ccc(C(C)C)cc2)S(=O)(=O)N=C1N1CCC(C(=O)NCCc2ccco2)CC1	-0.8%	-8.7%
COc1ccccc1C(=O)NCc1nnnn1-c1ccc(C)c(C)c1	-3.7%	-3.8%
Cc1cc(F)ccc1NC(=O)C12CC3CC(CC(C3)C1)C2	-7.1%	3.0%
Cc1ccc(-n2nc(C)c3c(C(=O)NCc4ccccc4)cc(C4CC4)nc32)cc1	-6.8%	-0.5%
Cc1ccc(CN2CCSc3ccc(C(=O)N4CCN(c5cccc(C)c5C)CC4)cc32)cc1	-3.7%	u
Cc1cc(C)c2oc(-c3cccc(NC(=O)c4ccc(-c5cccc([N+](=O)[O-])c5)o4)c3)nc2c1	0.6%	11.4%

Next compounds
canonical_smiles	UDG counter	AID inh
O=C(/C=C/c1cccc(O)c1)c1ccsc1	-1.1%	-6.1%
O=C(CCS(=O)(=O)c1ccc2c(c1)NC(=O)CS2)NCc1ccccc1	2.2%	-4.3%
COC(=O)c1ccc(CSc2nc3c([nH]c4ccccc43)c(=O)n2-c2ccc(OC)cc2)o1	9.9%	34.7%[activator]
Cc1cccc(C(=O)NC(Nc2ccccc2)C(Cl)(Cl)Cl)c1 (configuration not stated)	0.4%	-2.3%
O=C(OCc1ccc([N+](=O)[O-])cc1)c1ccc(OC(F)(F)F)cc1	4.6%	-2.3%
CC1(C)C2CC=C(/C=N/NC(N)=O)C1C2 (configuration not stated)	0.6%	-0.1%
COc1cc(OC)c(NC(=O)N2CCc3c(sc4c3CCCC4)C2c2ccccc2)cc1Cl (configuration not stated)	-11.7%	-6.9%
O=[N+]([O-])c1cc(-c2nc(-c3ccccc3)no2)ccc1NCc1cccnc1	u	-22.7%
Cc1ccc(OCc2nc(-c3ccc(C(=O)N4CCN(c5ccccc5F)CC4)cc3)oc2C)cc1	u	u
CCCn1nc(C(=O)NCc2cccc(Cl)c2)c2ccccc2c1=O	-4.9%	-12.3%
CCOC(=O)/C=C1/CCC(C=O)=C1N1CCOCC1	4.7%	11.0%
O=C(NCC1CCN(Cc2cccc(Cl)c2)CC1)c1cc2ccc3cccnc3c2[nH]1	7.0%	-8.7%
O=C(Cc1ccc(-c2ccccc2)cc1)NCCS(=O)(=O)N1CCN(c2ccccc2)CC1	-1.8%	13.0%
CN(C)S(=O)(=O)c1ccc2c(c1)N(CC(=O)Nc1ccc(OC(F)(F)F)cc1)C(=O)CS2	-13.0%	-7.2%
Cc1cccc(C)c1NC(=O)c1nc(SC(C)C)ncc1Cl	u	19.9%
CCCCCNc1nc2c(c(=O)n(C)c(=O)n2C)n1Cc1ccccc1F	-4.9%	-4.0%
COc1cc(OC)c(NC(=O)N2CCc3cc(OC)c(OC)cc3C2CC(=O)O)cc1Cl (configuration not stated)	-4.2%	5.5%
COc1ccc(N2C(=O)CN(C3CCCCC3)[C@H]3CS(=O)(=O)C[C@H]32)cc1	2.3%	7.1%
CCOC(=O)CSc1nnc2c3c(c(C#N)c(Nc4ccc(C)cc4)n12)CC(C)(C)OC3	4.2%	-3.5%
CCCCNC(=O)CCc1c[nH]c2ccccc12	-1.3%	-2.8%
O=C(Nc1ccc(Cl)cc1F)c1nccnc1-c1nc2ccccc2s1	-9.2%	-3.4%
N#C/C(=C\c1ccc(O)c(O)c1)C(=O)NCCc1ccccc1	0.9%	-7.5%
COC(=O)c1ccc(CNC(=O)c2cccc(C)c2C)cc1	-1.6%	-12.7%
Cn1nc(-c2ccccc2)c(-c2ccccc2)c(C(=O)Nc2ccc(S(N)(=O)=O)cc2)c1=O	-3.0%[57.5 µM]	-7.6%
Cc1cccc(N/N=C/c2ccc(Cl)c(Cl)c2)c1	-12.5%	-18.4%
COc1ccccc1N1CCN(S(=O)(=O)c2ccc(-c3cnc(C4CC4)o3)cc2)CC1	-23.3%	u
O=C(CSC1=Nc2ccccc2N=C(c2ccc(F)cc2)C1)Nc1cccc(C(F)(F)F)c1	-11.0%	u
O=S(=O)(Nc1ccc2oc(-c3ccc(I)cc3)nc2c1)c1ccccc1	1.8%	-3.8%
N#Cc1nc(COc2ccc(Cl)cc2)oc1NCc1ccco1	-0.7%	6.4%
CCOC(=O)c1ccc(NC(=O)C2CCCN(c3cnccn3)C2)cc1 (configuration not stated)	-2.3%[57.5 µM]	-5.2%
O=C(Cc1n[nH]c(=O)c2ccccc12)Nc1ccc(S(=O)(=O)N2CCCC2)cc1	-18.9%	39.8µM*
O=[N+]([O-])c1cc(/C=N/Nc2ccc(S(=O)(=O)Nc3ccc(Cl)cc3)cc2[N+](=O)[O-])ccc1Cl	1.3%	-1.3%
CCNC(=O)CC12CC3CC(C1)CC(CC(=O)NCC)(C3)C2	-9.1%	-1.5%
COc1cc(NC(=O)c2nnn(CC(=O)Nc3ccccc3)c2N)cc(OC)c1	-1.5%	-0.1%
CN(C)CCC1CCN(C(=O)Nc2ccccc2C(F)(F)F)CC1	-1.5%	-2.5%
COCCC1=NN(C(=O)c2ccncc2)C(O)(C(F)(F)F)C1 (configuration not stated)	0.0%	-10.3%
CCc1ccc(NC(=O)C2CCN(c3cc(C)nc4c(-c5ccc(Cl)cc5)c(C)nn34)CC2)cc1	9.4%	4.6%
Cc1scnc1C12CC3CC(CC(C3)C1)C2	-6.7%	-7.9%
Fc1ccc(-n2ncc3c(NC4CCCCC4)ncnc32)cc1	-10.4%	-11.9%
Cc1ccc(-c2nc(S(=O)(=O)c3ccccc3)c(N3CCN(c4ccccc4)CC3)o2)cc1	7.1%	-8.6%

Quoted at random: three records from the list
canonical_smiles	UDG counter	AID inh
Cc1ccc(-n2nc(C)c3c(C(=O)NCc4ccccc4)cc(C4CC4)nc32)cc1	-6.8%	-0.5%
O=C(Nc1cc(F)cc(F)c1)C1CCCCC1	2.5%	2.2%
O=C(Nc1ccc2nsnc2c1)c1cc(=O)c2ccccc2o1	-3.3%	2.2%

Following part
canonical_smiles	UDG counter	AID inh
Cc1ccc(/C=C/c2onc(C)c2S(=O)(=O)N2CCC(C(=O)Nc3ccc(C)c(N(C)C)c3)CC2)cc1	-8.4%	u
CCc1nn(CC(=O)NCCOC)c(=O)c2cc3cc(F)ccc3n12	3.1%	5.7%
Cn1nnc2c(N3CCN(c4ccccc4Cl)CC3)ncnc21	0.0%	u
CCOC(=O)c1cc2c(Cl)cc(Cl)cc2[nH]1	5.9%	2.6%
COc1ccc(-c2[nH]ncc2C(=O)NCc2ccc(F)cc2)cc1	-1.7%	11.2%
Cc1cc(N2C(=O)CCS2(=O)=O)ccc1S(=O)(=O)NC(C)C	-4.1%	-5.7%
CCOC(=O)c1cc(S(=O)(=O)NCc2ccc(C)cc2)[nH]n1	16.3%	0.2%
CC(=O)c1ccc(NC(=O)C(C)OC(=O)c2nc(-c3ccccc3)oc2C)cc1 (configuration not stated)	-0.2%	5.2%
